Bioassay records as filed in PubChem.
CaV13 ICDI inh – Disruptors of the CACNA1D IQ motif to Ca2+-dependent inactivation inhibitor domain association, primary screening, Förster resonance energy transfer in intact living … | 340,000 tested, 0.098% active | HEK cells, CFP/YFP FRET ICDI-IQ, plate reader, 10 min; percent FRET-ratio fall versus neutral wells | inhibition, % at 12.3 µM;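 active = mean replicate inhibition of at least 30% and at least 1% of replicates passing that level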;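 note: 0% = median of the neutral control wells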
ABCB6 inh MLPCN – inhibitors of human ABC transporter ABCB6 | 360,000 tested, 0.19% active | K562-ABCB6 porphyrin accumulation, flow cytometry, 1 h; active compounds read low | fluorescence ratio to DMSO, % at 10 µM | AID 602162;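 active = fluorescence ratio to DMSO below 75%, the collection mean minus 3 SD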;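 note: signal is porphyrin accumulated inside mitochondria; 100% equals median channel fluorescence of DMSO control wells; lower ratio means ABCB6 inhibition with less porphyrin fluorescence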
iPSC survival up – enhancers of human iPSC single-cell survival. hiPSC single-cell survival, ATPlite luminescence; 100% = ROCK inhibitor wells, 0% = DMSO. survival enhancement, % at 20 µM. 360,000 tested, 0.044% active; in the data active = survival enhancement above about 18%;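 note: cells exposed to compounds for 16 hours before the ATP read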
HTR2A ag – activates the mouse 5-HT2A serotonin receptor; P35363; CHO-K1 mHTR2A beta-arrestin complementation, luminescence; percent of 30 µM serotonin response; activation, % at 7.6 µM; 360,000 tested, 0.66% active; AID 624169;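 active = activation above a run cutoff, the mean activation of all tested compounds plus 3 SD, cut at about 14% in these data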;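 note: 0% = plate median of compound wells and 100% = 30 µM serotonin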
Target sequence (P35363 whole entry, looked up): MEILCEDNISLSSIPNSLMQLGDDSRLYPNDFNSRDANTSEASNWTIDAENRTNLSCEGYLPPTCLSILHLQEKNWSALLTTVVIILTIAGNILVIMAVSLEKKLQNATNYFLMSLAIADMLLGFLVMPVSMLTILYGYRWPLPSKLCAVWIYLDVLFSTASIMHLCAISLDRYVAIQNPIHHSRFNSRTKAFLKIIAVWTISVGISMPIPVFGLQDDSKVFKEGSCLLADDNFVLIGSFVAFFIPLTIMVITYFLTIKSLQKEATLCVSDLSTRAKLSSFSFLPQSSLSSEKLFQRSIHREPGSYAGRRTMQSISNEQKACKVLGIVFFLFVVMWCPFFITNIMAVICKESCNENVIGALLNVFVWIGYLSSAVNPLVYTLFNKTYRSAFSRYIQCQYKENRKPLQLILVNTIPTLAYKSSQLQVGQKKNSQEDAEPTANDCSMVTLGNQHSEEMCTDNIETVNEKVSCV
N-glyco inh – N-linked glycosylation inhibition; D54 ERlucT glycosylation luciferase reporter, 24 h; percent of 100 nM tunicamycin response; reporter increase, % at 12.5 µM; 360,000 tested, 0.23% active;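 active = mean luciferase reporter signal, scaled so untreated is 0 and the glycosylation-blocking control 100, at or above a set limit in every replicate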;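 note: luciferase carries N-glycosylation sites so blocking glycosylation raises the light; 0% = median of neutral control wells and 100% = median of 100 nM tunicamycin wells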
Exocytosis inh – lytic granule exocytosis inhibition. TALL-104 LAMP-1 surface exposure, flow cytometry; cells stimulated with thapsigargin and PMA. inhibition, % at 10 µM. 360,000 tested, 0.66% active;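 active = inhibition above about 55%, limit read from the data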
PDI turbidity – inhibitors of human protein disulfide isomerase; 350,000 tested, 0.052% active; AID 588391; inhibition, % at 10 µM; PDI insulin aggregation turbidity, A650, 90 min;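 active = mean inhibition across replicates of 30% or more, whatever share of single replicates reach that level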;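 note: absorbance from insulin aggregation driven by PDI reduction with DTT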
Target sequence (P07237 whole entry, looked up): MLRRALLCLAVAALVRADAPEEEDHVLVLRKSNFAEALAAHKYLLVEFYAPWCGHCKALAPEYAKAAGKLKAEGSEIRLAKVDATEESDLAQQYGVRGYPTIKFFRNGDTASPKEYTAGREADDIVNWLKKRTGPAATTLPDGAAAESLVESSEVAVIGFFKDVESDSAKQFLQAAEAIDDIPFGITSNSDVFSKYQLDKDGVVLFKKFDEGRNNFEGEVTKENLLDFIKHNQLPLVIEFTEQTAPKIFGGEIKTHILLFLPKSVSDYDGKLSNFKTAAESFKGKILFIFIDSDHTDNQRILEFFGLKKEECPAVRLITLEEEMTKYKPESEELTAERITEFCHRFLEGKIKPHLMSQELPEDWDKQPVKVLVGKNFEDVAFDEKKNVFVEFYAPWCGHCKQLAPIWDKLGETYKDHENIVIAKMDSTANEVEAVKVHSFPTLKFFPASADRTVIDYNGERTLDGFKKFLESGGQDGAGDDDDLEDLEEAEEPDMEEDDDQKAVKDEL
Vif imaging – blocks HIV Vif function | HEK293T cells, Vif self-association by quenched fluorescence, imaging, 24 h | inhibition, % at 7.49 µM | 340,000 tested, 0.35% active; in the data active = inhibition above about 50%, passing the limit was not always enough; note: some results filed as inactive read as strong as hits
aDG glyco act – alpha-DG glycosylation activation | 360,000 tested, 0.22% active | activation, % at 10 µM | Pro5-aDG cells, alpha-DG glycosylation AlphaScreen (IIH6); 0% Pro5, 100% B10-LARGE cell signal;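 active = activation of at least 8% versus controls, or a plate z-score of at least 8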;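 note: Pro5 are CHO cells carrying HIG-tagged alpha-DG that lacks glycosylation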
Cardio protect – modulators protecting cardiomyocytes from myocardial damage | H9c2 cardiomyocytes, H2O2 injury protection, ATPLite, 2 h | protection from H2O2 cell death, % at 20 µM | 360,000 tested, 0.63% active | AID 588492;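 active = compounds giving at least 50% protection of heart cells from peroxide-induced death in the single-dose screen, raw or plate-pattern-corrected value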;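 note: 0% = DMSO wells with peroxide and 100% = DMSO wells without peroxide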
* marks the source's active call; other numbers are inactive results; . = not tested or not shown.

SMILES | CaV13 ICDI inh | ABCB6 inh MLPCN | iPSC survival up | HTR2A ag | N-glyco inh | Exocytosis inh | PDI turbidity | Vif imaging | aDG glyco act | Cardio protect
COc1ccccc1N(C)S(=O)(=O)c1ccc(C(=O)N2CCC(C(N)=O)CC2)cc1 | -7 | 99 | -1.1 | -3 | 0 | 2 | 0 | -21 | -0.2 | -1
S=C(Nc1ccccc1Cl)N1CCCCCC1 | -5 | 90 | 1.9 | 4 | 2 | -2 | 0 | 3 | 0.1 | 4
O=S(=O)(c1ccccc1)N(CC1CO1)c1cccc2ccccc12 (centres undefined) | 11 | 95 | 0.1 | -4 | -1 | 0 | 0 | 9 | 0.0 | -4
Cc1cccc(C)c1OC1(c2ccccc2)OC(=O)c2ccccc21 (centres undefined) | -4 | 103 | -0.7 | -4 | -5 | 2 | -2 | . | -0.3 | -11
Cc1cc(C(F)(F)F)c(C#N)c(SCC(=O)NC(C)(C)C)n1 | -9 | 92 | -1.7 | 2 | -2 | 3 | 2 | -2 | 0.2 | 0
Oc1c(C(c2ccco2)N2CCOCC2)sc2ncnn12 (centres undefined) | -6 | 100 | 1.7 | 2 | 2 | -1 | . | -2 | -0.4 | 2
COc1ccc(CC(NC(C)=O)C(=O)NC2CCN(C(=O)NCc3ccccc3)CC2)cc1OC (centres undefined) | -7 | 99 | -0.2 | 4 | -5 | -4 | -7 | 2 | -0.2 | 0
CC(=O)OCCN(Cc1ccccc1)Cc1ccc2c(c1)OCO2 | -7 | 87 | 1.0 | -6 | -2 | 0 | 2 | -3 | 0.2 | 2
CC(C)C(NC(=O)C1CCC(C(C)(C)C)CC1)C(=O)NCCc1ccc(S(N)(=O)=O)cc1 (centres undefined) | -1 | 100 | 0.0 | -2 | -4 | 2 | 14 | -14 | 0.0 | -3
O=C(NCCN1CCN(c2ccccc2)CC1)c1cccc(Cl)c1 | -19 | 97 | -0.2 | -8 | 3 | 3 | -2 | 13 | 0.2 | -2
CCc1cc(C(=O)N2CCCC(CCC(=O)NCc3cccc(OC)c3)C2)no1 (centres undefined) | -4 | 90 | 3.3 | -2 | 1 | 0 | 8 | 3 | 0.1 | 6
O=C(Nc1cccc(Cl)c1)Nc1nc(-c2ccccc2)cs1 | -1 | 91 | -0.4 | -3 | 0 | 15 | -6 | -17 | 0.5 | -23
COCC(=O)Nc1ccc(S(=O)(=O)NCC2CCCO2)cc1 (centres undefined) | -2 | 98 | -0.6 | -3 | 3 | -4 | -3 | 17 | -0.1 | -2
OC(CCCN1CCCCC1)(c1ccccc1)c1ccc(C(F)(F)F)cc1 (centres undefined) | -7 | 96 | -2.3 | -9 | -3 | -1 | -3 | 13 | 0.9 | -4
Cc1cccc(C(=O)OCC(=O)Nc2sc3c(c2C#N)CCC3)c1 | -4 | 98 | 0.6 | 10 | 3 | 1 | 12 | 23 | -0.2 | 1
O=C(Nc1ccccc1O)c1nc(Cl)ccc1Cl | -4 | 101 | -0.6 | -2 | -3 | -2 | 1 | -1 | 0.1 | -2
O=C(NCc1ccco1)c1cc2ccc(O)cc2oc1=O | . | 96 | -0.2 | 4 | -2 | -3 | 8 | . | -0.4 | -6
CC(=NNC(=O)c1cccs1)c1ccc2c(c1)OCCO2 | -2 | 90 | 0.1 | -3 | 5 | 4 | 16 | 2 | -0.4 | 22
COc1c(C)cc(S(=O)(=O)NCc2ccccn2)c(C)c1C | -20 | 92 | -0.1 | 4 | 1 | -8 | 2 | -15 | 0.0 | 6
CC(C)Sc1nnc([C@H](Cc2c[nH]c3ccccc23)NC(=O)OC(C)(C)C)o1 | -5 | 98 | 2.0 | 2 | 1 | -3 | 44* | -3 | -0.4 | 0
Cc1ccccc1CSc1nc2ccccc2c(=O)[nH]1 | -5 | 101 | -1.6 | 0 | 0 | -7 | -3 | -2 | 0.3 | 32
COCCn1c(N)c(C#N)c2nc3ccccc3nc21 | -4 | 99 | -1.3 | -4 | 9 | -4 | 0 | 3 | -0.3 | -4
O=C(NCC1CCCO1)C(c1ccc(F)cc1)N(C(=O)Cn1nnc(-c2ccc(F)cc2)n1)c1cccc(O)c1 (centres undefined) | . | 96 | -0.4 | 14 | -4 | -2 | -2 | -9 | -0.1 | 56*
O=C(CSc1ncnc2c1oc1ccccc12)Nc1ccccc1C(F)(F)F | -4 | 95 | 5.2 | -2 | 0 | -3 | -1 | -20 | 0.2 | -20
O=C(OCC(=O)c1c[nH]c2ccccc12)c1cccc(O)c1 | -5 | 95 | -0.8 | 4 | -2 | -2 | 3 | -3 | 0.4 | -5
Cc1ccc(CNC(=O)C2CCC(CNS(=O)(=O)c3cccc4cccnc34)CC2)cc1 (centres undefined) | -5 | 95 | -0.2 | -14 | -5 | 0 | 9 | 10 | 0.0 | 0
COC1(OC)N=C(N)C2(C#N)C(c3cccc(Oc4ccccc4)c3)C12C#N (centres undefined) | . | 103 | 5.2 | 1 | 0 | 3 | -9 | . | 0.0 | -4
CCCCNC(=O)C1C(c2ccc(C(F)(F)F)cc2)=Nc2ccccc2N1C(=O)c1cccc2ccccc12 (centres undefined) | -11 | . | . | -6 | . | 2 | . | . | -0.1 | .
Cc1cc(C)nc(N2CCN(CC(=O)NCc3ccccc3)CC2)n1 | -4 | 100 | 0.0 | -2 | 3 | -5 | -7 | . | -0.1 | -2
N#CCCCn1c(O)c(N=NC(=O)C(O)c2ccccc2)c2ccccc21 (centres undefined) | 3 | 102 | -0.6 | -1 | 2 | -2 | 6 | -6 | -0.1 | 6
Nc1nc(N)c2c(ccc3c2ccn3Cc2cccc([N+](=O)[O-])c2)n1 | -10 | 94 | -2.2 | -7 | -20 | 13 | . | 0 | -0.2 | -19
Cc1ccc(-c2cc(=O)c3cc(F)ccc3[nH]2)cc1 | -9 | 98 | -2.1 | 0 | 4 | -2 | -5 | 2 | 0.0 | 11
C[C@H]1CN([C@@H](C)CO)C(=O)CCCn2nncc2CO[C@@H]1CN(C)Cc1ccc(Cl)c(Cl)c1 | -7 | 98 | -3.2 | -1 | 1 | 17 | 5 | 1 | 0.2 | 1
C[C@@H]1CCCCO[C@@H](CN(C)Cc2ccc(C(F)(F)F)cc2)[C@@H](C)CN([C@H](C)CO)C(=O)c2cc(N(C)C)ccc2O1 | . | 99 | -2.2 | 8 | -5 | 8 | 8 | 1 | 0.0 | -9
COC(=O)c1cccc(NC(=O)Nc2ccccc2OC)c1 | 4 | 95 | -1.5 | 7 | 3 | -3 | -7 | 0 | -0.1 | -8
Cc1ccc(C(=O)NNC(=S)NCC2CCCO2)cc1[N+](=O)[O-] (centres undefined) | -2 | 96 | -0.3 | -4 | 2 | 0 | 2 | 5 | -0.1 | -1
CC1CCCCN1S(=O)(=O)c1ccc(C(=O)Nc2nnc(-c3ccncc3)o2)cc1 (centres undefined) | -5 | 103 | 1.7 | -5 | 4 | 6 | -14 | -5 | -0.2 | 20
CCOC(=O)CCCSc1nc2sc3c(c2c(=O)[nH]1)CCC3 | -5 | 95 | -1.4 | 3 | 1 | 2 | -3 | 3 | 0.0 | 38
Cc1ccc(CSc2nc3ccncc3[nH]2)cc1 | -3 | 92 | -3.4 | 1 | -15 | 9 | . | -3 | -0.1 | -34
CC(C)(C)OC(=O)NCCCC[C@H](NC(=O)c1nc[nH]c1C(=O)NC(c1ccccc1)c1ccccc1)C(=O)OC(C)(C)C | -4 | 100 | 0.8 | 5 | -2 | 2 | 7 | 11 | 0.3 | -1
CCn1c(=O)c(C(=O)NNC(=O)c2ccc(Cl)cc2Cl)c(O)c2ccccc21 | -3 | 94 | 0.3 | 0 | 0 | -19 | -2 | -3 | 0.1 | -4
CCCc1cc(=O)[nH]c(SCC)n1 | -9 | 107 | -1.2 | -4 | 1 | 0 | -1 | -8 | 0.1 | 2
CN(C)S(=O)(=O)c1ccc(C(=O)Nc2ccc(OCC(=O)N3CCOCC3)cc2)cc1 | -5 | 100 | -1.5 | -3 | 3 | -3 | 6 | 1 | -0.2 | -6
O=C(C[C@H]1C[C@H](C(=O)N2CCOCC2)[C@@]2(CCC3CCCC3)c3[nH]c4ccc(Cl)cc4c3CCN2C1=O)NCCN1CCOCC1 | -7 | 101 | -0.4 | 4 | 2 | -2 | -5 | -5 | 0.7 | -24
COc1ccc(NC(=O)CNC(=O)C23CC4CC(CC(C4)C2)C3)c(OC)c1 | -4 | 103 | -0.4 | 6 | 1 | 11 | -2 | 1 | -0.3 | 0
Cc1ccc(NC(=O)Cn2nc(C(=O)O)c3ccccc3c2=O)cc1S(=O)(=O)N1CCCCC1 | -4 | 97 | -0.8 | -2 | 1 | -15 | -2 | 16 | 0.1 | 4
CCCCN(CCO)c1ncnc2sc(-c3ccccc3)cc12 | -5 | 99 | -0.4 | 4 | -4 | 92* | -2 | . | 0.2 | -6
COCc1nnc(NC(=O)c2c(-c3c(Cl)cccc3Cl)noc2C)s1 | -5 | 67* | -0.2 | 0 | 3 | 0 | -16 | -2 | -0.1 | 2
CC(Sc1nc2scc(-c3ccccc3)c2c(=O)[nH]1)C(=O)NC(N)=O (centres undefined) | -3 | 90 | -0.5 | 9 | 1 | 1 | -3 | -7 | 0.0 | 1
COc1ccc(CNC(=O)C2CCC(CNS(=O)(=O)c3cccc4nsnc34)CC2)cc1 (centres undefined) | -6 | 95 | 8.0 | 5 | -5 | 17 | -4 | . | 0.0 | -11
COc1ccc(C(=O)NCC(=O)NCc2ccncc2)cc1 | -11 | 100 | -3.6 | -3 | 2 | -8 | 6 | 23 | -0.1 | 2
Cc1ccc(C(=O)COC(=O)C2CCC2)cc1 | . | 115 | -0.4 | -5 | -1 | 4 | 13 | -6 | -0.1 | -4
Cc1noc(C)c1COc1ccccc1C(=O)N1CCN(c2cccc(Cl)c2)CC1 | -3 | 100 | 0.4 | -5 | 12 | 1 | -3 | -2 | 0.0 | 2
C#CCOCCOCCOCCNc1nc(N2CCN(C(=O)CCCCCCCCCCNC(=O)[C@@H](CCC(=O)O)n3cc(CCCCCN)nn3)CC2)nc(N2CCN(C(=O)CCCCCCCCCCNC(=O)[C@H](CO)n3cc(CCCSC)nn3)CC2)n1 | . | 95 | 8.1 | -5 | 4 | -6 | 4 | -7 | 0.2 | -1

An excerpt from above in order of formula weight, rising.
SMILES | CaV13 ICDI inh | ABCB6 inh MLPCN | iPSC survival up | HTR2A ag | N-glyco inh | Exocytosis inh | PDI turbidity | Vif imaging | aDG glyco act | Cardio protect
Cc1ccc(C(=O)COC(=O)C2CCC2)cc1 | . | 115 | -0.4 | -5 | -1 | 4 | 13 | -6 | -0.1 | -4
COc1ccc(C(=O)NCC(=O)NCc2ccncc2)cc1 | -11 | 100 | -3.6 | -3 | 2 | -8 | 6 | 23 | -0.1 | 2
COCc1nnc(NC(=O)c2c(-c3c(Cl)cccc3Cl)noc2C)s1 | -5 | 67* | -0.2 | 0 | 3 | 0 | -16 | -2 | -0.1 | 2
COc1ccc(CNC(=O)C2CCC(CNS(=O)(=O)c3cccc4nsnc34)CC2)cc1 (centres undefined) | -6 | 95 | 8.0 | 5 | -5 | 17 | -4 | . | 0.0 | -11
C#CCOCCOCCOCCNc1nc(N2CCN(C(=O)CCCCCCCCCCNC(=O)[C@@H](CCC(=O)O)n3cc(CCCCCN)nn3)CC2)nc(N2CCN(C(=O)CCCCCCCCCCNC(=O)[C@H](CO)n3cc(CCCSC)nn3)CC2)n1 | . | 95 | 8.1 | -5 | 4 | -6 | 4 | -7 | 0.2 | -1
